Dyrk1A ADPGlo – Dyrk1A (rat) kinase inhibition | AID 504441 | inhibition, % at 12.5 µM | Q63470 | 0.43% of 310,000 active | ADP-Glo luminescence, NFATc1 peptide; in the data active = inhibition above about 50%;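 also: plate controls were vehicle with enzyme for no effect and no enzyme for full effect; many of its hits are not listed in these tables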
IEC-6 cytotox – IEC-6 cytotoxicity, counter-screen for KLF5 inhibitors | luminescence viability | inhibition, % at 5 µM | 0.78% of 290,000 active; in the data active = inhibition above about 22%;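 also: 0% = plate median of test compound wells and 100% = cytotoxic reference compound wells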
HSF1 inh – HSF1 inhibition; activity change, negative = inhibition, % at 7.5 µM (by protocol); 0.77% of 300,000 active; NIH3T3-HGL HSE-luciferase, MG132-induced, luminescence 8 h; stronger effect = lower value;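 active = more than half of replicate wells show activity change below -50%, luminescence cut by over half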;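 also: luciferase reports HSF-1 transcriptional activity via heat shock element; 0% = median of DMSO wells and -100% = zero luminescence signal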
GSK3 alpha inh – blocks human GSK-3 alpha kinase | P49840 | ADP-Glo luminescence, 60 min | inhibition, % at 10 µM | 0.1% of 320,000 active | AID 2650;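 in the data active = inhibition above about 50%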;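 also: GST-tagged GSK-3 alpha with peptide substrate and 25 µM ATP; 0% = DMSO neutral wells and 100% = GW8510 positive control wells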
Target sequence (P49840 whole entry, looked up): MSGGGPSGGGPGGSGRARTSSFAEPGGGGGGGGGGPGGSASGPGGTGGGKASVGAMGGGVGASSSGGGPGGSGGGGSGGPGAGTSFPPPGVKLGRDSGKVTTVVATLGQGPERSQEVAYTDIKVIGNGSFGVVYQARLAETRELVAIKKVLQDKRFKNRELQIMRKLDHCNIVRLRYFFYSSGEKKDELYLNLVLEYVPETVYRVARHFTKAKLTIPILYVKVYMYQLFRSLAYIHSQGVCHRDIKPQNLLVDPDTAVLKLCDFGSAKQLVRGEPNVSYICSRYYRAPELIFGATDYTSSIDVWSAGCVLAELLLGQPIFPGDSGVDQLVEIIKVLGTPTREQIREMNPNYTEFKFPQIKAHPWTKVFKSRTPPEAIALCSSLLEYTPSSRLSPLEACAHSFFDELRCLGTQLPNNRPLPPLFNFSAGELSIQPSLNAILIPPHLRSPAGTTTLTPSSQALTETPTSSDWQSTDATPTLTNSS
KLF5 inh – kruppel-like factor 5 inhibition. DLD-1 KLF5 promoter-luciferase reporter, luminescence. inhibition, % at 5 µM. 0.23% of 290,000 active. AID 1700;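 active = inhibition above a per-plate limit of that plate's mean compound inhibition plus 3 SD, cut at about 60% in these data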;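 also: 0% = DMSO wells and 100% = LY294002 at 200 µM; higher means less KLF5 promoter-driven luciferase light; inactives centre near -14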
aSyn UTR inh – 5' untranslated region of α-synuclein, MLPCN primary screen; alpha-synuclein 5'UTR reporter, inhibitor activity; inhibition, % (tested at 7.5 µM); 0.82% of 300,000 active; AID 1813; in the data active = inhibition above about 60%;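 also: H4 neuroglioblastoma cells stably carrying SNCA 5'UTR luciferase fusion; 0% = DMSO wells and 100% = positive control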
Platelet DG rel – platelet dense granule release activity | human platelet-rich plasma, SFLLRN dense granule ATP release, luminescence | inhibition, %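 (compounds screened at 7.5 µM in platelet-rich plasma)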 | 0.22% of 300,000 active;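 active = mean replicate score, as percent of positive control, at or above 50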
HSF-1 act – increases HSF-1 driven luciferase reporter signal | NIH3T3-HGL HSF-1 luciferase reporter, MG132, 8 h; 100% = twice DMSO control signal | activation, % at 9 µM | 1.7% of 300,000 active | AID 504408;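 active = mean replicate activation of at least 50% with a set share of replicates each reaching 50%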;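 also: 0% = median of the neutral control wells and 100% = twice that signal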
GSK3B inh – human GSK3beta kinase inhibition | P49841 | GST-GSK3beta kinase, ADP-Glo luminescence, 60 min; stronger effect = lower value | activity score (negative = inhibition), % at 10 µM | 0.038% of 300,000 active | AID 2097;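 active = more than half of replicate wells score below -50%, meaning over 50% inhibition versus plate controls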;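 also: 0% = median DMSO wells and -100% = median GW8510 positive control wells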
Target sequence (P49841 whole entry, looked up): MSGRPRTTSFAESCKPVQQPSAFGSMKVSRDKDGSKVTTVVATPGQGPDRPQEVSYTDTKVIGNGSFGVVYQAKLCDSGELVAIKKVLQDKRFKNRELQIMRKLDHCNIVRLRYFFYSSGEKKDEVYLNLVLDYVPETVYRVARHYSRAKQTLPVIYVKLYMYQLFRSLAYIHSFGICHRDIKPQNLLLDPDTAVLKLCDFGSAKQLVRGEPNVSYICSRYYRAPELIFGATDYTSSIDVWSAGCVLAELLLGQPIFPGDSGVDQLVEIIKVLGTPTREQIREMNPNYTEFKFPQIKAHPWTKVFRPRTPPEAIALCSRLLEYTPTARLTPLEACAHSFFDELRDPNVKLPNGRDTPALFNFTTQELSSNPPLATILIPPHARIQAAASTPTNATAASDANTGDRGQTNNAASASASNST
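Test system: GST-fused GSK3beta enzyme, cell-free | Quantity: 1.6 ng GST-GSK3beta enzyme per well | Reagent: 25 µM ATP with peptide substrate | Schedule: 60 min enzyme reaction, room temperature | Signal: Luminescent ADP-Glo measurement of ADP formed | Read-out basis: Score relative to plate controls | Control set: DMSO and 20 µM GW8510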
HSP90 refold inh – inhibitors of HSP90 luciferase refolding in rabbit reticulocyte lysate. luciferase refolding luminescence, 3 h. inhibition, % at 5.6 µM. 0.91% of 290,000 active. AID 1789;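 active = inhibition above the screen-wide mean plus 3 SD, computed separately per campaign, cut at about 16% in these data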;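 also: 0% = DMSO wells and 100% = 60 µM geldanamycin wells; inhibitors lower the luminescence because luciferase stays unfolded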
An asterisk follows results filed as active; nt = not tested or not shown. The list is partial; count on the stated rates, not on these rows.

SMILES	HSF-1 act	aSyn UTR inh	KLF5 inh	Platelet DG rel	Dyrk1A ADPGlo	GSK3 alpha inh	IEC-6 cytotox	GSK3B inh	HSF1 inh	HSP90 refold inh
COc1cc(CN2CCN(c3cccc(C)c3C)CC2)cc([N+](=O)[O-])c1O	24.3	17.1	-14.3	3.1	0.3	-0.1	2.4	1.3	-2.3	-0.7
CCN1CCN(C(=O)NC2CC(=O)N(c3ccc(OC)cc3)C2)CC1 (stereo unspecified)	-6.1	5.5	-27.4	0.5	-22.1	-3.7	-6.4	3.5	0.7	-4.0
CCOc1ccc(NC(=S)N2CCC(c3ccc(C)cc3)C2)cc1 (stereo unspecified)	-26.8	23.9	-4.5	8.2	5.1	-1.3	-1.1	-2.1	-3.6	2.3
COc1ccc2[nH]c3c(=O)n(/N=C/[C@H]4C(C)C=C(C)CC4C)c(=O)[nH]c3c2c1 (stereo partly specified)	1.2	-14.3	5.4	-2.9	20.6	-1.9	-5.0	-0.8	-5.5	-2.8
O=C(c1ccccn1)N(Cc1ccco1)C1(C(=O)NC2CCCC2)CCCCC1	61.1*	-18.3	17.7	1.6	-2.7	-1.3	-0.3	-9.4	22.7	3.5
COc1ccccc1NC(=O)c1cc(S(=O)(=O)N2CCc3ccccc32)ccc1F	-1.3	11.0	2.9	12.3	-13.7	0.3	-0.4	-0.3	-1.4	7.8
Cc1ncoc1C(=O)N1CCCC(C(=O)c2ccc(Oc3ccccc3)cc2)C1 (stereo unspecified)	3.1	-18.2	11.1	4.5	2.3	-0.8	-1.4	0.2	-3.1	-0.8
COc1cc(-c2ccc(NC(=O)c3ccc(C)cc3)c(OC)c2)ccc1NC(=O)c1ccc(C)cc1	nt	nt	-54.4	nt	-15.7	nt	4.2	nt	nt	1.5
N#C/C(=C(/O)CCl)c1nc2c(s1)CCc1ccccc1-2	12.7	-29.0	-10.8	-3.9	40.1	2.3	-1.4	-0.5	11.9	-1.4
COc1ccc(C(=O)N2CCCC(CCC(=O)NCc3ccc(F)c(F)c3)C2)cc1F (stereo unspecified)	3.0	-14.1	-13.6	-1.2	-3.8	-1.3	-3.8	1.4	3.7	-1.3
CC(=O)c1cccc(NC(=S)NC2CC2)c1	11.3	0.9	-27.9	-9.0	2.9	-1.2	-6.1	0.7	-2.1	-5.2
CCC(=O)c1ccc(OC(=O)/C=C/c2cc(OC)c(OC)c(OC)c2)cc1	14.5	-3.1	-28.0	5.1	-3.8	-1.7	2.3	-0.2	5.5	0.3
S=C(NCc1ccncc1)Nc1ccc(Br)cc1Cl	3.5	0.6	-13.8	3.2	6.6	3.0	3.3	-1.8	-5.5	-3.0
O=C(NCCS(=O)(=O)N1CCN(c2ccccc2F)CC1)c1ccco1	-1.5	-1.8	nt	nt	7.1	-3.8	nt	3.0	-1.2	nt
CC(NC(=O)CCNS(=O)(=O)c1ccc2c(c1)oc(=O)n2C)c1ccccc1 (stereo unspecified)	-15.2	2.5	-29.1	4.5	-6.0	0.1	-7.9	-1.1	-1.3	-4.0
CC(=O)Oc1ccc(N2C(=O)C3C4C=CC(CO)(O4)C3C2=O)cc1 (stereo unspecified)	10.5	-1.8	-20.7	0.0	-0.5	-0.8	-2.5	1.6	5.1	0.0
NS(=O)(=O)c1ccc(CCNC(=O)Cc2c[nH]c3ccccc23)cc1	-9.8	0.4	-7.2	-11.7	-11.9	-0.7	-1.9	4.1	-2.5	1.9
CCOC(=O)c1cccc(C(=O)OCC)n1	-5.5	16.6	1.6	nt	0.2	-4.6	0.0	-1.6	-2.9	-1.9
Cc1ccc2nc(N3CCN(Cc4nnnn4Cc4ccccc4)CC3)c(C#N)cc2c1	-69.0	9.4	-6.9	14.5	-0.7	0.4	-1.9	-3.2	-61.8*	1.9
CN(Cc1ccccc1NS(=O)(=O)c1ccc2ccccc2c1)C1CCCCC1	3.1	-2.1	0.4	-8.9	nt	0.4	-0.8	-20.3	-6.5	-1.0
CCOC(=O)C1CCN(c2c(Nc3cc(C)cc(C)c3)c(=O)c2=O)CC1	14.1	-26.5	-18.9	-4.6	0.1	5.7	6.7	0.1	7.9	3.3
O=C(Nc1nc(-c2ccccc2Cl)cs1)c1cccnc1	2.1	-58.6	-26.2	-1.2	-2.0	-1.3	-1.3	2.1	11.8	0.6
Cc1ccc(S(=O)(=O)N(C)CCCC(=O)N2CCN(C=O)CC2)cc1	8.0	2.4	-8.8	-3.9	21.4	-5.4	2.5	5.1	1.3	0.1
Cc1cccc(NC(=S)NNC(=O)c2ccccc2Br)c1	17.4	-128.7	-7.2	-11.6	5.3	-5.4	14.5	-0.3	18.4	2.7
CN1CCc2c(OCC(=O)NC3CCCCC3)cccc2C1=O	6.7	-13.0	-25.9	5.4	2.8	-6.5	-2.8	1.4	-0.2	2.5
C[N+](C)(C)CCNC(=O)c1cc[n+](Cc2ccccc2)c(/C=N/O)c1	-5.1	8.1	-57.1	0.9	-1.8	1.3	-6.3	-3.2	-10.1	1.5
Cc1noc(C)c1C(=O)NNc1cc(Cl)ccc1Cl	-3.4	-3.7	11.3	0.1	nt	-0.3	7.8	-2.4	-3.6	1.0
Cc1ccc(-c2csc3ncn(-n4c(C)ccc4C)c(=O)c23)o1	7.1	15.1	13.4	-3.2	-3.9	6.2	10.3	1.2	6.7	7.4
CN(c1ccc(C(=O)NC2CCCC2)cc1)S(=O)(=O)c1ccc(Cl)cc1	18.8	-3.9	-10.8	-3.5	-0.2	-0.2	-3.3	-0.5	-4.9	-0.5
CCn1c(C)c(C)c2cc(C(=O)N3CCc4ccccc4C3)ccc21	-18.0	-5.7	-3.6	1.4	nt	-0.6	46.2*	2.4	-0.5	1.9

(continued)
SMILES	HSF-1 act	aSyn UTR inh	KLF5 inh	Platelet DG rel	Dyrk1A ADPGlo	GSK3 alpha inh	IEC-6 cytotox	GSK3B inh	HSF1 inh	HSP90 refold inh
O=C(/C=C/c1ccc(Cl)cc1)N(Cc1ccccc1)c1ccccn1	0.8	26.1	4.1	2.5	-5.0	-0.9	6.9	-1.0	-5.8	3.4
COc1ccc(NC(C)=O)cc1NC(=O)c1cccc(C(F)(F)F)c1	-5.7	5.7	-13.2	3.1	-0.2	-2.8	-1.2	-1.8	3.2	-3.5
CCN(C(=O)Cc1c(C(=O)O)n(C)c2ccccc12)c1cc(OC)ccc1OC	4.1	7.8	-29.9	-4.2	-6.2	-1.8	0.2	1.4	-4.8	-3.3
CN(Cc1ccccc1)S(=O)(=O)c1ccc(Cl)nc1	-9.2	-2.6	-48.7	-2.0	2.4	nt	-1.8	6.1	-8.5	0.1
COc1cccc(CN2CCNC(=O)C2CC(=O)NCCc2cccc(C)n2)c1OC (stereo unspecified)	15.7	-1.7	-1.0	-8.4	-9.3	-1.6	0.2	0.7	-3.3	8.0
COc1cccc(C=Nc2cc(C)on2)c1O	11.0	20.3	-2.0	-1.2	-5.6	-1.2	-0.1	1.0	-3.8	3.4
Cc1cc(Br)ccc1NC(=O)c1ccco1	5.0	-42.7	-27.0	0.0	nt	-1.9	3.0	1.3	16.0	-2.8
Cc1nn(C)c(C)c1S(=O)(=O)N1CCCC(C(=O)N2CCN(c3ccc(Cl)cc3)CC2)C1 (stereo unspecified)	9.2	33.4	-12.3	nt	2.2	-5.2	3.4	0.4	-0.9	2.7
Cc1ccc(C(=O)NCCc2ccc(S(N)(=O)=O)cc2)cc1[N+](=O)[O-]	-4.0	9.3	-26.7	-2.6	-0.8	4.0	7.1	3.1	2.8	1.8
O=C(NCCc1ccccc1)c1cnn2c(C(F)F)cc(C3CC3)nc12	-6.5	48.1	-32.1	1.5	24.0	-1.3	0.9	0.9	-12.0	-3.1
CCN(CC(=O)NCc1cccs1)C(=O)c1cccc(S(=O)(=O)NCc2ccccc2)c1	12.2	-16.1	nt	-6.8	nt	-0.5	nt	1.4	6.4	nt
O=C(c1ccc(S(=O)(=O)c2ccccc2)cc1)N1CCc2ccccc2C1	3.3	5.0	-23.6	-2.4	-4.1	-3.1	1.6	0.2	4.2	-0.4
Cc1ccc(C(=O)NCC(=O)Nc2ccccc2C(F)(F)F)cc1	2.1	-2.9	-21.0	5.7	-4.5	-0.9	0.0	5.8	3.3	1.6
Cc1cccc(NC(=O)C2CCN(S(=O)(=O)c3cccc4nsnc34)CC2)n1	-7.8	3.7	-8.5	6.3	6.1	-1.6	3.6	0.8	7.3	0.9
CC(=O)Nc1cccc(C(=O)/C=C/c2ccc(N(C)C)cc2)c1	nt	-71.3	-17.5	-2.7	-1.7	6.8	1.4	-0.4	nt	2.4
CCCN(Cc1ccccc1)C(=S)Nc1cccc(C)c1C	25.3	-3.5	-35.8	-6.9	1.9	2.7	2.7	2.0	1.3	-0.5
CCSC1=NCCN1S(=O)(=O)c1ccccc1	-13.4	-5.5	-19.2	-7.1	-5.5	-1.2	3.1	-1.8	2.5	1.1
COc1cccc(/C=N/Nc2cc(Cl)nc(C)n2)c1O	6.0	-100.1	-51.5	4.6	11.5	1.4	-2.3	-25.6	6.1	5.2
CCOC(=O)c1cc(-c2cccnc2)nn1-c1ccccc1	-3.0	-4.9	-12.8	-7.6	-6.7	-1.1	3.2	-3.6	-5.0	0.5
O=C(N[C@@H](Cc1ccccc1)C(=O)Nc1ccc(F)cc1)C1CCNCC1	4.3	9.0	-23.5	-0.7	1.1	-0.3	8.1	-2.3	-6.2	-0.6
CC(=C1C(=O)c2ccccc2C1=O)N1CCN(c2ccc(F)cc2)CC1	23.1	-47.2	5.7	-21.6	5.7	-6.3	2.0	-1.3	0.3	1.8
CCNc1ccc(C(=O)OCC(=O)NC(C)c2ccccc2)cc1[N+](=O)[O-] (stereo unspecified)	-4.3	-1.0	-53.3	6.2	0.7	-0.7	0.8	0.1	-2.7	-0.8
CNC(=O)c1sc(-c2ccccn2)nc1C	-1.9	-17.0	-25.0	-1.4	10.4	-0.9	5.0	2.3	1.8	-0.3
CCC(=O)NS(=O)(=O)c1ccc(N=NN2CCCCC2)cc1	-0.5	-20.4	14.0	-5.6	-6.6	-1.5	-6.6	2.4	-5.4	2.1
O=C(CCCn1cc([N+](=O)[O-])cn1)Nc1cccnc1	-5.7	-3.2	-33.5	5.6	8.6	1.0	2.8	-0.4	0.2	1.9
CCOC(=O)c1ccc(-c2ccc(/C=N/NC(=O)c3cncc(Br)c3)o2)cc1	-0.9	-164.1	-19.3	-5.7	nt	-5.0	9.1	1.1	9.6	11.5
COC(=O)COc1ccc2oc(=O)cc(C)c2c1	-0.4	-5.4	0.5	2.9	4.0	-4.1	-1.7	1.0	-6.1	-1.8
Cc1cc(Cl)ccc1N(CC(=O)NCc1ccc2c(c1)OCO2)S(C)(=O)=O	-0.5	-23.2	-26.6	1.7	-5.6	-0.1	-2.9	2.7	-5.2	-1.8

Screens deposited in PubChem BioAssay by several laboratories.
